Hsp70 inhibitors = Hsp70 inhibitors, probe displacement, primary screen, biochemical, fluorescence polarization (AID 583); Hsp70 fluorescence polarization probe displacement, mP; higher % means a stronger effect; displacement, % at 20 µM, or IC50 in µM where a hit was titrated; hit rate 0.06% among 140,000; in the data active = displacement above about 50%;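 note: plate controls were vehicle for no effect and reference ligand for full effect; a part of the inactive calls stands beside numbers as strong as those of hits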
MKP-3 inhibition = inhibition of rat DUSP6 enzyme activity – biochemical, in vitro, primary screen (AID 425); recombinant MKP-3 phosphatase activity, fluorescence; higher % means a stronger effect; inhibition, % at 20 µM, or IC50 in µM where a hit was titrated; hit rate 0.17% among 110,000; in the data active = inhibition above about 50%;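 note: plate controls were vehicle for no effect and reference inhibitor for full effect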
* hit, by the source's call; & = joins results of further samples.

Preview (four entries):
For COC(=O)C1=C(C)N(c2ccccc2F)C(=O)/C1=C\c1cccc(OC)c1 the results were Hsp70 inhibitors 0.3% and MKP-3 inhibition 4.8%.
Screening O=C(Cn1nnc(-c2cccc(C(F)(F)F)c2)n1)NC1CCCC1 returned Hsp70 inhibitors -0.3% and MKP-3 inhibition -4.4%.
For NC(=O)c1ccsc1NC(=O)c1ccc(S(=O)(=O)N2CCCCC2)cc1 the results were Hsp70 inhibitors 3.8% and MKP-3 inhibition -9.9%.
Screening COC(=O)c1ccc(/C=C2\SC(=Nc3cccc(Cl)c3Cl)NC2=O)cc1 returned Hsp70 inhibitors 0.8% and MKP-3 inhibition 2.2%.

This part in full, repeating the preview:
For COC(=O)C1=C(C)N(c2ccccc2F)C(=O)/C1=C\c1cccc(OC)c1 the results were Hsp70 inhibitors 0.3% and MKP-3 inhibition 4.8%.
Screening O=C(Cn1nnc(-c2cccc(C(F)(F)F)c2)n1)NC1CCCC1 returned Hsp70 inhibitors -0.3% and MKP-3 inhibition -4.4%.
For NC(=O)c1ccsc1NC(=O)c1ccc(S(=O)(=O)N2CCCCC2)cc1 the results were Hsp70 inhibitors 3.8% and MKP-3 inhibition -9.9%.
Screening COC(=O)c1ccc(/C=C2\SC(=Nc3cccc(Cl)c3Cl)NC2=O)cc1 returned Hsp70 inhibitors 0.8% and MKP-3 inhibition 2.2%.
Screening CCSc1nc2nc(C)cc(C)n2n1 returned Hsp70 inhibitors -3.6% and MKP-3 inhibition 1.8%.
O=C(Nc1ccc(Cl)c(Cl)c1)c1ccc2c(c1)OCCO2 was read as Hsp70 inhibitors -2.5% and MKP-3 inhibition 3.6%.
COc1ccc(OC)c(N2Cc3ccc(OC)c(OC)c3C2=O)c1 was read as Hsp70 inhibitors -1.8% and MKP-3 inhibition 3.0%.
Cc1ccc(-n2nnc3c(=O)n(CC(=O)NCC4CCCO4)cnc32)cc1 (configuration not stated) was read as Hsp70 inhibitors 9.1% and MKP-3 inhibition -3.6%.
`CC(C)OCCCN1C(=O)c2ccccc2C1C(=O)NC1CCCCC1` (configuration not stated) gave Hsp70 inhibitors -1.7% and MKP-3 inhibition 3.3%.
`CCCC(=O)OCC(=O)Nc1cc(C(C)(C)C)nn1-c1ccccc1` gave Hsp70 inhibitors 2.8% and MKP-3 inhibition -0.4%.
`O=C(O)c1cccc(N2C(=O)CSC2c2c(F)cccc2Cl)c1` (configuration not stated) gave Hsp70 inhibitors 0.4% and MKP-3 inhibition -4.3%.
CS(=O)(=O)NCCSCc1c(F)cccc1Cl was read as Hsp70 inhibitors -0.7% and MKP-3 inhibition -2.7%.
`CCCOc1cccc(C(=O)Nc2sc(CCC)cc2C(=O)OC)c1` gave Hsp70 inhibitors 3.9% and MKP-3 inhibition -1.3%.
CSc1ccc(C(C2=C(O)CC(C)(C)CC2=O)C2C(=O)CC(C)(C)CC2=O)cc1 (configuration not stated) was read as Hsp70 inhibitors 2.1% and MKP-3 inhibition -3.3%.
For O=C(Cn1c(-c2ccc(Cl)cc2)noc1=O)N1CCN(c2ccccc2F)CC1 the results were Hsp70 inhibitors 0.8% and MKP-3 inhibition -1.2%.
Screening COC(=O)CSc1nc(C(C)C)nc2ccccc12 returned Hsp70 inhibitors 0.4% and MKP-3 inhibition 0.7%.
CCC(C)(C)NC(=O)C(c1cccn1C)N(C(=O)Cn1nnc2ccccc21)c1ccc(F)cc1 (configuration not stated) was read as Hsp70 inhibitors 5.3% and MKP-3 inhibition -7.4%.
`O=C(O)CCCC(=O)NCCCCc1ccccc1` gave Hsp70 inhibitors 2.2% and MKP-3 inhibition -3.3%.
Screening O=C(O)c1cccc(N2Cc3ccccc3C2)c1 returned Hsp70 inhibitors 7.6% and MKP-3 inhibition 0.4%.
For CCOC(=O)CNC(=O)c1cnn2cccnc12 the results were Hsp70 inhibitors -1.1% and MKP-3 inhibition 1.1%.
Screening CC(=O)NCC(=O)N(c1ccccc1)C1(C(=O)NC2CCCCC2)CCCCC1 returned Hsp70 inhibitors 6.3% and MKP-3 inhibition 9.8%.
`COc1ccccc1-n1c(SCC(=O)N2CCCCC2)nnc1-c1ccccc1O` gave Hsp70 inhibitors 0.2% and MKP-3 inhibition -12.0%.
`O=C(COc1ccccc1[N+](=O)[O-])Nc1ccc(Br)cn1` gave Hsp70 inhibitors 0.6% and MKP-3 inhibition 1.6%.
`CN(C(=O)c1ccc2c(=O)n3c(nc2c1)CCCCC3)c1ccccc1` gave Hsp70 inhibitors 1.2% and MKP-3 inhibition 1.5%.

6 entries from above, arranged by count of non-hydrogen atoms, low to high:
Screening O=C(O)c1cccc(N2Cc3ccccc3C2)c1 returned Hsp70 inhibitors 7.6% and MKP-3 inhibition 0.4%.
`O=C(O)CCCC(=O)NCCCCc1ccccc1` gave Hsp70 inhibitors 2.2% and MKP-3 inhibition -3.3%.
`O=C(COc1ccccc1[N+](=O)[O-])Nc1ccc(Br)cn1` gave Hsp70 inhibitors 0.6% and MKP-3 inhibition 1.6%.
`CN(C(=O)c1ccc2c(=O)n3c(nc2c1)CCCCC3)c1ccccc1` gave Hsp70 inhibitors 1.2% and MKP-3 inhibition 1.5%.
For O=C(Cn1c(-c2ccc(Cl)cc2)noc1=O)N1CCN(c2ccccc2F)CC1 the results were Hsp70 inhibitors 0.8% and MKP-3 inhibition -1.2%.
CCC(C)(C)NC(=O)C(c1cccn1C)N(C(=O)Cn1nnc2ccccc21)c1ccc(F)cc1 (configuration not stated) was read as Hsp70 inhibitors 5.3% and MKP-3 inhibition -7.4%.

(more compounds)
`O=C1CC(c2ccccc2)n2nc(NS(=O)(=O)c3ccccc3)nc2N1` (configuration not stated) gave Hsp70 inhibitors 4.0% and MKP-3 inhibition -4.2%.
For Cc1sc(NC(=O)COc2ccccc2)c(C#N)c1C the results were Hsp70 inhibitors -2.2% and MKP-3 inhibition 0.7%.
For O=C(Nc1ccc2c(c1)OCCO2)c1cnc2ccccn2c1=O the results were Hsp70 inhibitors 0.6%.
Screening COC(=O)CCSc1nccn1Cc1ccccc1 returned Hsp70 inhibitors 2.0% and MKP-3 inhibition -16.8%.
COc1ccc(Br)cc1/C=C/C(=O)Nc1cccc(C(F)(F)F)c1 was read as Hsp70 inhibitors -3.3% and MKP-3 inhibition 2.2%.
Screening COC(=O)c1c(NC(=O)C(F)(F)F)sc(Cc2ccccc2)c1C returned Hsp70 inhibitors -5.3% and MKP-3 inhibition 3.6%.
CCOc1cc(-c2cc(-c3ccccc3)nc(N)c2C#N)ccc1O was read as Hsp70 inhibitors 2.4%.
COc1ccc(NC(=O)CSc2nnc(-c3ccccn3)n2N)cc1 was read as Hsp70 inhibitors 2.0% and MKP-3 inhibition -4.0%.
`CC([NH2+][O-])C(C)(C)NO` (configuration not stated) gave Hsp70 inhibitors -0.1%.
For CN(C)c1nc(OCC(=O)NC(C)(C)C)nc(N(C)C)n1 the results were Hsp70 inhibitors -0.6% and MKP-3 inhibition 3.4%.
CCCCNC(=O)C1c2cc(OC)c(OC)cc2C(=O)N(C)C1c1ccc(OC)cc1 (configuration not stated) was read as Hsp70 inhibitors -2.4% and MKP-3 inhibition -14.5%.
For O=C(NNC(=O)c1ccccc1[N+](=O)[O-])c1ccc(NC(=O)c2ccccc2[N+](=O)[O-])cc1 the results were Hsp70 inhibitors -2.0% and MKP-3 inhibition 0.5%.
CC(NC(=O)C1CCCN(C(=O)N(C)C)C1)c1ccccc1 (configuration not stated) was read as Hsp70 inhibitors 2.6%.
Screening Cc1cccc(NC(=O)C2CCCN(C(=O)Nc3ccccc3)C2)c1C (configuration not stated) returned Hsp70 inhibitors 0.1% and MKP-3 inhibition -8.1%.
COc1cccc(C(=O)N(Cc2ccco2)Cc2cc3cccc(C)c3[nH]c2=O)c1 was read as Hsp70 inhibitors -1.3% and MKP-3 inhibition -2.7%.
For COc1ccccc1CNC(=O)C1CCN(S(C)(=O)=O)CC1 the results were Hsp70 inhibitors 1.0% and MKP-3 inhibition 4.6%.
For COC(=O)CCCCC1SCC(NC(=O)OC)C1NC(=O)OC (configuration not stated) the results were Hsp70 inhibitors 1.0% and MKP-3 inhibition 1.4%.
CCc1ccc(-c2nc(CN3CCCC(C(=O)NCCc4ccc(OC)c(OC)c4)C3)c(C)o2)cc1 (configuration not stated) was read as Hsp70 inhibitors 3.0% and MKP-3 inhibition 2.0%.
`CN(C)c1ccc(C(=O)n2nnc3ccccc32)cc1` gave Hsp70 inhibitors 6.4%.
Screening Cc1cc(NS(=O)(=O)c2ccc(NC(=O)NC(C)(C(F)(F)F)C(F)(F)F)cc2)no1 returned Hsp70 inhibitors -1.8%.
`CN(C)CCN1C(=O)C(O)=C(C(=O)c2cc3ccccc3o2)C1c1ccc(N(C)C)cc1` (configuration not stated) gave Hsp70 inhibitors -10.7% and MKP-3 inhibition 2.4%.
Screening CC(=O)C1=C(O)C(=O)N(C2CCCCC2)C1c1ccccc1 (configuration not stated) returned Hsp70 inhibitors -1.6% and MKP-3 inhibition 1.5%.
`O=C(O)CCCCCN1C(=O)C(=O)/C(=C(\O)c2ccc(Br)cc2)C1c1ccccc1F` (configuration not stated) gave Hsp70 inhibitors -0.7% and MKP-3 inhibition 2.6%.
Screening CCOc1ccc(C=O)cc1CN1CCCCC1 returned Hsp70 inhibitors -2.8%.
Screening COc1cc(OC)cc(C(=O)Nc2cc(C)ccc2C)c1 returned Hsp70 inhibitors -1.8% and MKP-3 inhibition 2.0%.
Screening CC(C)CNc1nc2c(c(=O)n(C)c(=O)n2C)n1Cc1cccc(Br)c1 returned Hsp70 inhibitors -3.8% and MKP-3 inhibition -11.2%.
Screening COc1cc(OC)c(OC)cc1CN1CCCC(C(=O)N2CCCCC2)C1 (configuration not stated) returned Hsp70 inhibitors -4.1% and MKP-3 inhibition -1.9%.
O=C1C2C3C=CC(C2C(=O)N1c1ccc(F)cc1)C1C(=O)N(c2ccc(F)cc2)C(=O)C31 (configuration not stated) was read as Hsp70 inhibitors 3.2% and MKP-3 inhibition -1.0%.
`CCOC(=O)N1CCC2(CC1)C(C(=O)C13CC4CC(CC(C4)C1)C3)C2(C#N)C#N` (configuration not stated) gave Hsp70 inhibitors 5.1% and MKP-3 inhibition -6.2%.
For COc1ccccc1NC(=O)CC(=O)CSc1nnc(-c2ccc(C)cc2)n1C the results were Hsp70 inhibitors 7.0% and MKP-3 inhibition -5.7%.
Screening CC(C)Cn1c(CN(C)Cc2ccccc2)nc2c1c(=O)n(C)c(=O)n2C returned Hsp70 inhibitors 6.0% and MKP-3 inhibition -11.3%.
CC1=C(C(=O)Nc2ccccc2)C(c2ccccc2)N2C(=O)CSC2=N1 (configuration not stated) was read as Hsp70 inhibitors -1.2% and MKP-3 inhibition -11.2%.
Screening CSCCC(NC(=O)C1CCC(C)CC1)C(=O)NCCN1CCOCC1 (configuration not stated) returned Hsp70 inhibitors -0.9% and MKP-3 inhibition 4.2%.
O=S(=O)(Nc1ccc(N2CCCCC2)cc1)c1cccc2cccnc12 was read as Hsp70 inhibitors 2.5%&4.4% and MKP-3 inhibition -16.3%&2.6%.
Screening COc1cc(OC)cc(C(=O)N2CCN(C)CC2)c1 returned Hsp70 inhibitors 9.7% and MKP-3 inhibition 1.0%.
Screening Cc1nc2ccccc2n1C(=O)c1ccc(Cl)cc1[N+](=O)[O-] returned Hsp70 inhibitors -5.1% and MKP-3 inhibition -0.7%.
`Cc1cccc(N2CC(C)Cn3c2nc2c3c(=O)n(CC(=O)OCc3ccccc3)c(=O)n2C)c1` (configuration not stated) gave Hsp70 inhibitors -1.1% and MKP-3 inhibition -3.7%.
Screening COc1ccc(CCC(=O)Nc2cc(Cl)cc(Cl)c2)cc1 returned Hsp70 inhibitors -3.1% and MKP-3 inhibition 0.4%.
Screening CCOc1ccc(C(=O)Nc2ccc([N+](=O)[O-])cc2)cc1Cl returned Hsp70 inhibitors 1.6% and MKP-3 inhibition 4.9%.
Screening COc1ccc(C2(C(=O)Nc3ccc(C(=O)N4CCOCC4)cc3)CCOCC2)cc1 returned Hsp70 inhibitors -1.3% and MKP-3 inhibition -5.1%.
Screening CCOC(=O)/C(=C/Nc1c(C)n(C)n(-c2ccccc2)c1=O)[N+](=O)[O-] returned Hsp70 inhibitors 1.5% and MKP-3 inhibition 0.5%.
Screening O=C1c2cccc([N+](=O)[O-])c2C(=O)N1c1ccccn1 returned Hsp70 inhibitors 2.8% and MKP-3 inhibition -0.7%.
CC1(C)CC(=O)C=C(Nc2ccc(S(N)(=O)=O)cc2)C1 was read as Hsp70 inhibitors 2.2% and MKP-3 inhibition -5.0%.
Screening O=[N+]([O-])c1c(NC2CC2)ncnc1NC1CC1 returned MKP-3 inhibition 2.1%.
c1ccc(-c2nnc(SCc3nnc(-c4cccs4)o3)o2)cc1 was read as Hsp70 inhibitors 2.4%.
CCOc1ccc(/C=N/N2CCN(Cc3cccc4ccccc34)CC2)cc1OC was read as Hsp70 inhibitors 0.2% and MKP-3 inhibition 3.9%.
For COc1cc(OC)c(NC(=O)c2ccoc2C)cc1Cl the results were Hsp70 inhibitors -2.7% and MKP-3 inhibition -7.3%.
O=C(NCc1ccccc1F)C1CCN(C(=O)NCc2ccccc2)CC1 was read as Hsp70 inhibitors -5.2% and MKP-3 inhibition -5.8%.
Screening S=C(NCCc1ccccc1)Nc1ccc(Cl)cc1Cl returned Hsp70 inhibitors 6.2% and MKP-3 inhibition -1.7%.
For Nc1cc(=O)[nH]c(SCc2nc3ccccc3n2Cc2ccccc2)n1 the results were Hsp70 inhibitors 0.8% and MKP-3 inhibition -9.3%.
COC(=O)CN(c1nc(C)cc(OC)n1)S(=O)(=O)c1ccc(C)cc1 was read as Hsp70 inhibitors 0.6% and MKP-3 inhibition 4.2%.
`CC(C)(C)c1ccc(/C=C\C(=O)c2ccc3c(c2)OCO3)cc1` gave Hsp70 inhibitors 1.2% and MKP-3 inhibition 4.1%.
O=C(NCCCO)C(=O)Nc1ccc(F)cc1 was read as Hsp70 inhibitors -0.9% and MKP-3 inhibition 3.5%.

Source: PubChem

An excerpt; count on the stated rates, not on these rows.
